14-3-3 PPI – alters human 14-3-3 gamma binding to Raf peptide. P61981. FP, 14-3-3gamma / TMR-pS259-Raf peptide binding. inhibition, % at 40 µM. 160,000 compounds, 0.19% hits. AID 422; in the data active means inhibition above about 30%;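 further: 0% = protein plus tracer without compound and 100% = blank with tracer alone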
Target sequence (P61981 whole entry, looked up): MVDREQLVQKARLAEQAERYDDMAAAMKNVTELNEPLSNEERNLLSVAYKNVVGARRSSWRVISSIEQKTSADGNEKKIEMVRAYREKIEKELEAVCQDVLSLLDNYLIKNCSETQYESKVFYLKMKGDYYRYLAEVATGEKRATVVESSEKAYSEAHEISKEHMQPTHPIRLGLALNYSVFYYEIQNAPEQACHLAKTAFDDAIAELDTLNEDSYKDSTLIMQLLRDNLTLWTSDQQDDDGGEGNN
The depositor's hits bear a star; & = joins results of further samples. This is a subset (hit frequency here may not be typical).

SMILES	14-3-3 PPI
COc1ccc(-c2cn3c(C)c(C(=O)N4CCc5ccccc5C4)sc3n2)cc1	-4
CCC(=O)NCCCc1nc2ccccc2n1Cc1ccccc1C	-3
CCCS(=O)(=O)c1c(S(=O)(=O)CCC)c2c(N)cccn2c1C(=O)c1ccc(F)cc1	2
COc1cccc2c1OC1(C)CC2NC(=O)N1c1cccc(C(=O)NCc2ccco2)c1 (centres undefined)	0
Cc1noc(C)c1S(=O)(=O)N1CCC(C(=O)N2CCN(C(=O)c3ccco3)CC2)CC1	-4&3
COc1ccc(C=Nc2nc3ccccc3n2C)cc1OC	8
CC(=O)Nc1ccc(NC(C)=O)c(NC2OCC(O)C(O)C2O)c1 (centres undefined)	4
COc1ccccc1CNC(=O)C1CCCN(S(C)(=O)=O)C1 (centres undefined)	-2
CCOc1cccc2c1OC1(C)CC2NC(=O)N1 (centres undefined)	-8
c1ccc(Oc2nc(-c3cccnc3)nc3ccccc23)cc1	-6
c1ccc(-c2nc3cnccn3c2NC2CCCC2)cc1	3
Cc1oc2cc(O)ccc2c(=O)c1-c1nc2ccccc2s1	-5
CCn1c2c(c(=N)c3c1CCC3)CCCC2	-3
CC(=O)NCCCc1nc2ccccc2n1Cc1ccccc1C	-2
CCCCn1c(SCC(=O)NCc2ccc(C)cc2)nc2c(sc3ccccc32)c1=O	2
Nc1c(Br)cc(Br)c(N2CCCC2=O)c1Br	-18
CCOC(=O)c1cnc2ccc(OCC)cc2c1Nc1cccc(C(=O)O)c1	-12
CC(=O)Nc1ccc(S(=O)(=O)N2C3CCCC2CC(NC(=O)C2CCCCC2)C3)cc1 (centres undefined)	-4
Cc1cc(=O)n2c(c1C#N)SC1CCCCC12O (centres undefined)	1
Cc1cc(Br)ccc1NC(=O)Cn1cnc2sc(C)c(S(=O)(=O)N3CCCCC3)c2c1=O	3
Cn1c(=O)c2c(SCC(=O)N3CCOCC3)nc(CC(C)(C)C)nc2n(C)c1=O	5
COc1cc(-c2nnc(SCC#CCO)o2)cc(OC)c1OC	-6
COc1ccc(-c2noc(Cc3ccccc3OC)n2)cc1	6
CCOc1ccc(N(CC(=O)Nc2cccc(Cl)c2C)S(=O)(=O)c2ccccc2)cc1	-5
CCOC(=O)c1c(C)cccc1OCC(N)=O	0

4 compounds already listed, arranged by molecular weight, ascending.
SMILES	14-3-3 PPI
CCC(=O)NCCCc1nc2ccccc2n1Cc1ccccc1C	-3
CC(=O)Nc1ccc(NC(C)=O)c(NC2OCC(O)C(O)C2O)c1 (centres undefined)	4
Cn1c(=O)c2c(SCC(=O)N3CCOCC3)nc(CC(C)(C)C)nc2n(C)c1=O	5
CCCS(=O)(=O)c1c(S(=O)(=O)CCC)c2c(N)cccn2c1C(=O)c1ccc(F)cc1	2

Carrying on:
SMILES	14-3-3 PPI
COc1ccccc1-c1cc(C(=O)NCCCN2CCOCC2)no1	-8
CC(C)(C)c1ccc(-c2csc(NC(=O)c3cccc(F)c3)n2)cc1	-4
Cc1ccc(NS(=O)(=O)c2ccc3nc(-c4ccccc4)[nH]c3c2)c(Cl)c1	-13
COCCn1nnnc1C(c1ccc2ncccc2c1)N1CCN(c2ccccc2F)CC1 (centres undefined)	-2
N#C/C(=C/N1CCOCC1)c1ccccc1	1
Cc1ccc(C(C(=O)NC2CCCCC2)N(C(=O)c2csnn2)C2CC2)o1 (centres undefined)	0
Cc1ccc(-c2nnn(CC(=O)N(Cc3ccco3)C(C(=O)NC(C)(C)C)c3cccs3)n2)o1 (centres undefined)	-16
COc1ccc(S(=O)(=O)CCC(=O)Nc2ccc(Br)cc2C)cc1	-17
CCCCc1ccc(C(=O)Nc2ccc3nc(N4CCN(C)CC4)cc(C)c3c2)cc1	-8
CCCn1c(SCC(=O)Nc2ccccc2C(=O)OC)nc2c1c(=O)n(C)c(=O)n2C	-6
Nc1ccc(C(=O)Nc2ccc(Cc3ccc(NC(=O)c4ccc(N)cc4)cc3)cc2)cc1	4
Cn1c(CNc2nc(-c3ccccc3)cs2)nnc1SCC(=O)N1CCc2ccccc21	-2
O=C(c1ccccc1)N1CCn2c(nc3ccccc32)C1	0
CC(C)c1ccc(NC(=O)c2cc(S(=O)(=O)N3CCN(c4ccccc4)CC3)ccc2F)cc1	-3
Cc1ccc(C)c(N2C(=O)c3ccc(C(=O)OC4CCCCC4)cc3C2=O)c1	-2
C=CCN(CC=C)S(=O)(=O)c1ccc(C(=O)N=c2sc3ccccc3n2C)cc1	3
CCOc1ccc(-n2c(SCC(=O)Nc3ccc(OC)cc3OC)nc3c(c2=O)SCC3)cc1	-6
CN(C)Cc1c(O)ccc2oc(Cc3ccccc3)cc12	-3&-4
Cn1cccc1C(C(=O)NC1CCCCC1)N(C(=O)Cc1cccs1)c1ccc2c(c1)OCCO2 (centres undefined)	-9
CCCCCC(=O)OC(CN1CCCCC1)CN1CCCC1=O (centres undefined)	-9
O=C1CCCC2=C1C(c1ccc(Cl)cc1)NC(=S)N2 (centres undefined)	-3
CCCCNC(=O)CSc1nc2ccccc2n1S(=O)(=O)c1cc([N+](=O)[O-])ccc1C	1
CCOC(=O)C1CCC(CN(Cc2ccc(Cl)cc2)S(=O)(=O)c2ccc(Cl)cc2)CC1 (centres undefined)	5
CCOC(=O)Nc1cc(C)c(Cl)cc1OC	-7
C1=C(c2ccccc2)N(c2ccccc2)N=C(Cc2ccccc2)S1	-3

Reprinted from the part before: three compounds, then new ones.
SMILES	14-3-3 PPI
CCOC(=O)C1CCC(CN(Cc2ccc(Cl)cc2)S(=O)(=O)c2ccc(Cl)cc2)CC1 (centres undefined)	5
CCOC(=O)Nc1cc(C)c(Cl)cc1OC	-7
C1=C(c2ccccc2)N(c2ccccc2)N=C(Cc2ccccc2)S1	-3
Cc1ccnc(NC(=O)C2CCCCC2)c1	-7
CC1CCCC(C)N1CCNC(=O)C1CCCN(S(C)(=O)=O)C1 (centres undefined)	1
CCN(CC)C(=O)c1sc2nc(-c3ccccn3)[nH]c(=O)c2c1C	-4
CCC(C)N1C(=O)CN(C2CCC(C)CC2)C(=O)C1c1ccc(F)cc1 (centres undefined)	-3
CCOC(=O)c1ccc(N2C(=O)C3ON(c4ccccc4)C(c4ccc(C)cc4)C3C2=O)cc1 (centres undefined)	7
Cc1ccc(-n2nc3c4ccccc4n(C)c3cc2=O)cc1	-6
COc1ccc2c(c1OC)C(=O)OC2Nc1nccs1 (centres undefined)	-3
COc1ccc(CCNC(=O)c2sc3nc(C)n(C)c(=O)c3c2C)cc1OC	0
COc1ccc(C(=O)CSc2n[nH]c(-c3ccncc3)n2)cc1C	-9
N#Cc1c(NC(=O)CN2C(=O)C3CC=C(Cl)CC3C2=O)sc2c1CCC2 (centres undefined)	-4
Cc1ccc(S(=O)(=O)Nc2ccncc2)c(C)c1N(C)S(=O)(=O)c1ccc(Cl)cc1	26
Cn1c(=O)c2c(nc(Oc3ccc(Br)cc3)n2Cc2ccccc2F)n(C)c1=O	-3
CC1(C)CC(=O)C=C(N=CC2=C(O)CC(C)(C)CC2=O)C1	2
O=C(O)CNc1n[nH]c(=O)[nH]c1=O	-4
Cc1cc(Nc2ncc(Cl)cc2Cl)n[nH]1	-3
CCOc1ccc(OCC)c(NC(=O)C2CCCN(c3ncccn3)C2)c1 (centres undefined)	-19
COc1cccc(C2CC(c3cccc(Br)c3)n3nc(N)nc3N2)c1 (centres undefined)	1
CCCCCC(=O)Nc1cccc(-c2nc3ncccc3o2)c1	-4
O=C(CSc1nc(NCc2ccccc2)c2ccccc2n1)Nc1cccc(C(F)(F)F)c1	2
N#Cc1c(N)nc(SCc2ccc(Cl)cc2)c(C#N)c1-c1ccc(Br)cc1	-1
Cc1cc(C)nc(NC(=O)c2c(-c3ccccc3Cl)noc2C)n1	-12
COC(=O)c1c[nH]n2c(NC3CCC(C)CC3)c(-c3ccc(OC(C)C)c(OC)c3)nc12 (centres undefined)	3
COc1ccc(N2C(=O)C3C(C(=O)Nc4ccc(Cl)cc4)C4C=CC3(CNC(=O)C2c2ccc(Cl)cc2)O4)cc1 (centres undefined)	-87
CCOc1cc(CNCc2cc(OC)cc(OC)c2)ccc1OC	3
CCC1=NC(c2ccccc2Cl)N(O)C1(C)C (centres undefined)	3
Next section.
SMILES	14-3-3 PPI
Cc1cccn2c(=O)c3cc(C(=O)N4CCN(Cc5ccccc5)CC4)sc3nc12	-8
CCNC(=O)N(C)c1nncnc1C(=O)NC	-6
Cc1c(C=Cc2nc3ccccc3c(=O)n2-c2ccc([N+](=O)[O-])cc2)c2ccccc2n1C	-11
COc1cc2nc(N3CCN(C(=O)C4CCCO4)CC3)nc(N)c2cc1OC (centres undefined)	-3&-2&-3
CCC(=O)N(CCc1ccccc1C)Cc1cc2cc3c(cc2[nH]c1=O)OCO3	-7
CCOc1ccccc1N1CCN(C(=O)c2cc(OC)cc(OC)c2)CC1	6
CC(C)(C)NC(=O)C(c1ccncc1)N(C(=O)c1csnn1)C1CC1 (centres undefined)	-3
CCOC(=O)c1ccc(N=c2oc3c(C)ncc(CO)c3cc2C(=O)Nc2cccc(C(F)(F)F)c2)cc1	-2
Cc1ccc(C2CC(=O)N3CN(c4ccc(Br)cc4)CSC3=C2C#N)o1 (centres undefined)	-3
O=C(Cn1c(=O)n(CCc2ccccc2)c(=O)c2ccccc21)N1CCCc2ccccc21	-10
O=C(Nc1ccc2c(c1)S(=O)(=O)c1cc(NC(=O)C34CC5CC(CC(C5)C3)C4)ccc1-2)C12CC3CC(CC(C3)C1)C2	-5
O=C(CN1C(=O)CSc2ccccc21)NCCN1CCOCC1	-3
Cc1ccccc1NC(=O)C1CC(Cl)=CCC1C(=O)O (centres undefined)	1
O=C(CN1CCC(n2nnc3cc(C(F)(F)F)ccc32)CC1)Nc1ccc2c(c1)OCCO2	-6
Oc1cccc(-c2nc3ccccc3s2)c1	-9
COC(=O)c1ccc(C(=O)OC)c(NC(=O)NS(=O)(=O)c2ccc(C)cc2)c1	2
CC(NC(=O)c1nn(C)c(=O)c2ccccc12)c1ccc(F)cc1 (centres undefined)	-5
COc1cccc(C2=N/C(=C\N(C)C)C(=O)O2)c1	-1
O=C(O)CCSc1nc2ccccc2s1	10
COc1cc(C(=O)Nc2sc3c(c2C(N)=O)CCCC3)cc(OC)c1OC	-6
COCc1nnc(NC(=O)c2cccs2)s1	10
CCN(CC)CCN1C(=O)C(=O)/C(=C(/O)c2ccc(OCC(C)C)cc2)C1c1ccncc1 (centres undefined)	-3
Cc1ccc(C(=O)NCc2n[nH]c(=S)n2-c2ccc(F)cc2)cc1C	6
COc1ccccc1N(CC(=O)Nc1cccc(Cl)c1C)S(C)(=O)=O	1
Cc1ccc(C2Nc3ccccc3C(=O)N2c2ccccc2)cc1 (centres undefined)	-9

5 entries drawn at random from those above, as already listed:
SMILES	14-3-3 PPI
O=C(O)CCSc1nc2ccccc2s1	10
Cc1ccccc1NC(=O)C1CC(Cl)=CCC1C(=O)O (centres undefined)	1
CCOc1ccccc1N1CCN(C(=O)c2cc(OC)cc(OC)c2)CC1	6
O=C(CN1CCC(n2nnc3cc(C(F)(F)F)ccc32)CC1)Nc1ccc2c(c1)OCCO2	-6
CCC(=O)N(CCc1ccccc1C)Cc1cc2cc3c(cc2[nH]c1=O)OCO3	-7

(next part)
SMILES	14-3-3 PPI
CC(=O)N(C1=C(N2CCCCC2)C(=O)c2ccccc2C1=O)c1ccc(F)cc1	-12
O=C(CCCCCn1c(=S)[nH]c2ccc(Br)cc2c1=O)NCc1ccccc1	0
COc1ccc(CNC(=O)C2CC(=O)N(c3ccc(Cl)cc3)C2)cc1 (centres undefined)	-8
C/C=C/Cn1c(SC)nc2c1c(=O)[nH]c(=O)n2C	2
COc1ccc(-c2csc(N3CCCC3C(=O)OCc3ccccc3)n2)cc1 (centres undefined)	-3
Cc1cc(C)cc(N(C(=O)c2ccc3c(c2)OCO3)C2C=CS(=O)(=O)C2)c1 (centres undefined)	-4
COc1cc2c(cc1OC)C(C(Cl)(Cl)Cl)OC2=O (centres undefined)	0
CCOC(=O)c1[nH]c2ccccc2c1NC(=O)c1ccc2c(c1)OCO2	-4&2
Cc1c(C(=O)NCCN2CCOCC2)oc2ccc(S(=O)(=O)N3CCCCCC3)cc12	-8
Cc1ccc(CNC(=O)C(OC(=O)c2ccco2)C(C)C)cc1 (centres undefined)	-3
CC1C(=O)OC2(c3ccc(Br)cc3)C(C)C(=O)OC12 (centres undefined)	4
COCCNC(=O)c1cc(-c2ccc(F)cc2)on1	6
CCc1ccccc1NC(=O)C1c2ccccc2Oc2ccccc21	-12
Cc1cc(C(=O)Nc2cnn(Cc3ccc(F)cc3)c2)no1	4
O=C(Nc1cccnc1)c1ccc(S(=O)(=O)c2ccc(Cl)cc2)cc1	12
COc1cccc(NC(=O)COC(=O)c2ccco2)c1	-21
CC(C)Cn1c(CN2CC(C)CC(C)C2)nc2c1c(=O)n(C)c(=O)n2C (centres undefined)	3
COc1ccccc1NC(=O)CSc1nnc(-c2ccccc2)o1	1
CCOC(=O)c1ccc(Cn2c3ccc([N+](=O)[O-])cc3c3nc4cc(C)c(C)cc4nc32)o1	2
CCN1CCC(NC(=O)c2cc(OC)c(OC)cc2OC)CC1	-5
Oc1ccccc1-c1nc2ccccc2o1	1
CCn1c(SCC(=O)N2CCN(c3ccc(F)cc3)CC2)nc2ccccc2c1=O	-6
C1CCCN(CCCCN2CCCCCC2)CC1	6
CCc1ccc(NS(=O)(=O)c2ccc3[nH]cc(C(=O)NCc4ccccc4)c(=O)c3c2)cc1	-15
COCCNC(=O)C(OC(=O)c1cccs1)c1ccccc1 (centres undefined)	-1
